# Bioassay records (PubChem BioAssay)
# PAD4 inhibitors = human PAD4 inhibitors, primary screen, biochemical, fluorescence polarization (AID 463073) | 2,000 compounds, 0.5% hits | recombinant PAD4, RFA probe fluorescence polarization; hits give high values | inhibition, % at 5 µM;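 active means inhibition above 30%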;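 further: 0% = PAD4 with DMSO and 100% = wells lacking PAD4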
#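 Material: recombinant human PAD4 enzyme / Input: PAD4 at 2 µM in dispensed buffer, before additions / Medium: HEPES buffer pH 7.6 with 10 mM CaCl2 and TCEP / Incubation: 30-min PAD4–compound preincubation (25 °C), then 5-h probe labeling (37 °C) / Detection: fluorescence polarization, 598 nm emission after 525 nm excitation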
# Active calls of the source: *; & = joins results of further samples.
# The opening five records (preview)
PAD4 inhibitors | molecule
5.4 | CN(C)c1ccc(CNCCC(Cc2ccccc2)c2ccco2)cc1 (stereo unspecified)
7.0 | COc1cc(CNCc2ccc(OC)c(OC)c2OC)cc(OC)c1
1.0 | Cc1cccc2c(=O)n3c(nc12)CCCCC3
2.0 | CCOC(=O)c1c(C)oc2cc(Br)c(OC(C)C(=O)OCC)cc12 (stereo unspecified)
3.7 | O=S(=O)(CCc1nc2ccccc2[nH]1)c1ccc(Cl)cc1

# Main list, from the first entry:
PAD4 inhibitors | molecule
5.4 | CN(C)c1ccc(CNCCC(Cc2ccccc2)c2ccco2)cc1 (stereo unspecified)
7.0 | COc1cc(CNCc2ccc(OC)c(OC)c2OC)cc(OC)c1
1.0 | Cc1cccc2c(=O)n3c(nc12)CCCCC3
2.0 | CCOC(=O)c1c(C)oc2cc(Br)c(OC(C)C(=O)OCC)cc12 (stereo unspecified)
3.7 | O=S(=O)(CCc1nc2ccccc2[nH]1)c1ccc(Cl)cc1
-2.0 | COc1ccc(CCN2C(=O)CSC2c2ccc(OC)c(OC)c2)cc1OC (stereo unspecified)
-5.3 | CC(C)C1Cc2[nH]c(=O)c(C(=O)O)cc2CO1 (stereo unspecified)
2.3 | O=C(/C=C/c1ccc2c(c1)OCCCO2)c1ccc2ccccc2c1O
1.7 | CSCCC1NC2(C(=O)Nc3ccc(Cl)cc32)[C@@H]2C(=O)N(C3CCCC3)C(=O)[C@H]12 (stereo partly specified)
3.3 | CC(=O)OC1c2c(ccc3ccc(=O)oc23)OC(C)(C)C1OC(=O)CC(C)C (stereo unspecified)
4.4 | O=C1CCCN1C(=O)CCC(=O)N1CCCC1=O
3.8 | OC(CCN1CCCC1)(c1ccccc1)C1CCCCC1 (stereo unspecified)
6.4 | COC(=O)c1[nH]c2ccc(F)cc2c1NC(=O)C1=COCCO1
3.7 | CC(C)OC(=O)C1C2C=CC3(CN(CC4CCCO4)C(=O)C13)O2 (stereo unspecified)
0.8 | Cc1ccc2c(ccc(=S)n2C)c1
2.2 | NC(CO)C(=O)NNCc1ccc(O)c(O)c1O (stereo unspecified)
-9.6 | O=C(NCc1ccc(N2CCCC2=O)cc1)c1ccc(F)cc1
0.7 | CC(C)(C)c1ccc(/C=C/C(=O)N2CCCCC2)cc1
-3.3 | NC(=O)N1c2ccccc2CC(=O)c2ccccc21
2.0 | N#C/C(=C/c1ccccc1)C(=O)NCc1ccccc1
5.9 | COc1ccc(C(=O)CCN2CCc3cc(OC)c(OC)cc3C2)cc1
-2.5 | CC(C)Cn1c(=S)[nH]c2cc(C(=O)O)ccc2c1=O
0.6 | NS(=O)(=O)c1cc2c(cc1Cl)NC(CSCc1ccccc1)=NS2(=O)=O
0.7 | COc1ccc(NS(=O)(=O)c2ccc(N)cc2)nn1
4.0 | CC(C)(C)C(=O)Nc1cccc(OC(F)(F)C(F)Cl)c1 (stereo unspecified)
3.5 | CC(=O)c1ccc(CCCCCCCCCC(=O)O)s1
6.3&5.0 | COc1cc(Cc2cnc(N)nc2N)cc(OC)c1OC
2.9 | O=C(CCCN1C(=O)/C(=C\c2cccs2)SC1=S)Nc1ccccn1
-2.9 | C[C@@H]1C[C@H]2[C@@H]3CCC4=CC(=O)C=C[C@]4(C)[C@@]3(F)[C@@H](O)C[C@]2(C)[C@H]1C(=O)CO
3.7 | COc1cccc(CN2CCN(C(=O)c3ccc(-c4ccccc4)cc3)CC2)c1
1.4 | CCOc1ccc(C(=O)Nc2ccc(N3CCN(C(C)=O)CC3)cc2)cc1[N+](=O)[O-]
4.6 | CC(=O)c1cccc(NC(=O)N[C@@H](CC(C)C)C(=O)O)c1
-4.9 | COc1ccc(C(=O)CC2OC(=O)c3c2ccc(OC)c3OC)cc1 (stereo unspecified)
-3.1 | O=C(O)Cc1ccc(O)c(F)c1
-0.3 | CCOCC(=O)Nc1ccccc1C(=O)N1CCOCC1
4.2 | Cn1c(=O)[nH]c2nnc(-c3ccc(Cl)c(Cl)c3)nc2c1=O
-3.8 | COC(=O)c1ccc(NC(=O)C23CCC(C)(C(=O)O2)C3(C)C)cc1 (stereo unspecified)
3.2 | CC(C)CN(C)Cc1c(C(=O)N2CCc3ccccc3C2)nc2ccc(Cl)cn12
-2.5 | CN1CCCC(OC(=O)c2ccc3c(c2)OCCO3)C1 (stereo unspecified)
1.7 | CC(NCCC(c1ccccc1)c1ccccc1)c1ccccc1 (stereo unspecified)
-1.3 | CC(C)=CCC/C(C)=C/CC/C(C)=N/O
2.2 | Cc1ccc2[nH]c3c(=O)n(CCCN4CCN(C)CC4)cnc3c2c1
2.3 | O=C(NCCc1ccccc1)C1CCN(C2CCN(Cc3ccco3)CC2)CC1
1.7 | O=c1[nH]c(=O)n([C@H]2C[C@H](O)[C@@H](CO)O2)cc1C(F)(F)F
-0.4 | CC1=C/C(=N\N=C2\NC(=O)C(CC(=O)Nc3ccccc3F)S2)CC(C)(C)C1 (stereo unspecified)
4.5 | CCc1cn([C@H]2C[C@H](O)[C@@H](CO)O2)c(=O)[nH]c1=O
0.2 | C/C=C(/C(=C/C)c1ccc(O)cc1)c1ccc(O)cc1
2.7 | O=C1C2C3C=CC(C4CC34)C2C(=O)N1/N=C/c1ccc(-c2ccc([N+](=O)[O-])cc2)o1 (stereo unspecified)
1.1 | COc1cc(C(=O)N/C(=C\c2cn(C)c3ccccc23)C(=O)NCCCO)cc(OC)c1OC
5.4 | NCCOc1ccccc1OCCN

# Overlap with the part before: seven entries, followed by the next part.
PAD4 inhibitors | molecule
1.7 | O=c1[nH]c(=O)n([C@H]2C[C@H](O)[C@@H](CO)O2)cc1C(F)(F)F
-0.4 | CC1=C/C(=N\N=C2\NC(=O)C(CC(=O)Nc3ccccc3F)S2)CC(C)(C)C1 (stereo unspecified)
4.5 | CCc1cn([C@H]2C[C@H](O)[C@@H](CO)O2)c(=O)[nH]c1=O
0.2 | C/C=C(/C(=C/C)c1ccc(O)cc1)c1ccc(O)cc1
2.7 | O=C1C2C3C=CC(C4CC34)C2C(=O)N1/N=C/c1ccc(-c2ccc([N+](=O)[O-])cc2)o1 (stereo unspecified)
1.1 | COc1cc(C(=O)N/C(=C\c2cn(C)c3ccccc23)C(=O)NCCCO)cc(OC)c1OC
5.4 | NCCOc1ccccc1OCCN
0.6 | Cc1ccc(OCc2nc(-c3cccnc3)no2)cc1C
2.7 | COc1ccc(CNC(=O)C2CCCN2C)cc1OC (stereo unspecified)
0.5 | CC(O)Cn1cnc2c1c(=O)n(C)c(=O)n2C (stereo unspecified)
-2.9 | Cc1cc(=O)oc2c(CN(C)Cc3ccccc3)c(O)ccc12
-2.6 | CCOC(=O)C(=Cc1ccccc1OC)C(=O)OCC
-0.4 | COc1ccccc1C(O)c1nccn1C (stereo unspecified)
1.4 | COc1ccccc1/C=C/CN1CCN(Cc2ccc(F)cc2)C(CCO)C1 (stereo unspecified)
1.0 | CCNC(=O)c1sc2cc(C)ccc2c1Cl
6.1 | Cc1ccc2c(c1)C1OCCC1C1N2C(=O)C2C(C(=O)O)C3C=CC21O3 (stereo unspecified)
-1.3 | Oc1ccc(Cl)cc1Cc1cc(Cl)ccc1O
-3.8 | CC(=O)NC1C(OCc2ccccc2)OC(COC(C)=O)C(OC(C)=O)C1OC(C)=O (stereo unspecified)
2.6 | C[C@]12CC[C@@H]3c4ccc(O)cc4[C@@H](O)C[C@H]3[C@@H]1CC[C@@H]2O
0.2 | O=C(CN1CCN(Cc2ccccc2)CC1)N1CCCc2c1c(=O)oc1ccc(O)cc21
6.1 | COC(=O)[C@H]1[C@H]2C[C@@H]3c4[nH]c5cc(OC)ccc5c4CCN3C[C@H]2C[C@@H](OC(=O)c2ccc(N)cc2)[C@@H]1OC
-1.8 | O=C(Nc1ccccc1)c1ccccc1CCc1ccccc1
-23 | CC1(C)c2ccccc2N2CC(=O)N(CC(N)=O)C21C (stereo unspecified)
7.8 | COc1ccccc1C1C(C#N)=C(N)Oc2c1oc(CO)cc2=O (stereo unspecified)
3.5 | Cc1nonc1CN(C)C(=O)c1ccc(OC2CCN(C(=O)c3cccnc3)CC2)cc1
1.4 | CC1(C)CC(=O)c2cn3c(nc2C1)nc1ccccc13
2.3 | CC1(C)Cc2ccccc2-c2nc(-c3ccccc3)oc(=O)c21
-1.8&-4.0 | CCN(CC)CCNC(=O)c1ccc(NC(C)=O)cc1
2.7 | COc1ccc(OC)c(NC2=C(Cl)C(=O)N(Cc3ccccc3)C2=O)c1
6.8 | CCCCc1oc2ccccc2c1C(=O)c1cc(I)c(OCCN(CC)CC)c(I)c1
-2.5 | CC1(C)S[C@@H]2[C@H](NC(=O)Cc3ccccc3)C(=O)N2[C@H]1C(=O)O
3.2 | Clc1ccc2c(c1)C(N1CCNCC1)=Nc1ccccc1O2
-1.4 | Cc1ncc(C(=O)O)c(C(=O)O)c1N
0.5 | CC(C)(C)[C@]1(O)CCN2C[C@H]3c4ccccc4CCc4cccc(c43)[C@@H]2C1
0.5 | COc1ccc(NC(=O)CC(c2ccccc2)c2ccco2)cc1 (stereo unspecified)
12 | CS(=O)(=O)Nc1ccc([N+](=O)[O-])cc1Oc1ccccc1
4.0 | O=C(NC(=S)Nc1nc(-c2ccccc2)cs1)c1ccco1
3.3 | COCCCN1C(=O)/C(=C\c2cccs2)C(C(=O)OC)=C1C
4.1 | CC(=O)[C@H]1[C@H](C#N)C[C@H]2[C@@H]3CC=C4C[C@@H](O)CC[C@]4(C)[C@H]3CC[C@@]21C
-1.7 | Cc1cccc(N2C(=O)C3C(c4ccccc4)OC4(C(=O)c5ccccc5C4=O)C3C2=O)c1 (stereo unspecified)
-2.7 | CCOc1ccc(NC(=O)N[C@@H](CCSC)C(=O)OC)cc1
-0.8 | CC(C)OC(=O)CC12CN3CN(C1)CC(CC(=O)OC(C)C)(C3)C2=O
2.4 | CN1CCN2c3ccccc3Cc3ccccc3C2C1 (stereo unspecified)
0.6 | COc1cccc(N2C(=O)CC(c3c[nH]c4ccccc34)C2=O)c1 (stereo unspecified)
-4.2 | C=C(C)C(=O)Nc1ccc(NC(C)C)cc1
0.8 | CCCCCCCCNC(C)C(O)c1ccc(SC(C)C)cc1 (stereo unspecified)
8.8 | OCC1(CCOc2ccccc2)CCN(CCCn2cccn2)CC1
4.0 | COc1ccc(CC(=O)N2CC3(C)CC2CC(C)(C)C3)cc1OC (stereo unspecified)
-0.4 | CCN(CC)CCOC(=O)C1(C2CCCCC2)CCCCC1
4.7 | O=C(O)Cc1ccc(-c2ccccc2)cc1
4.3 | OC(CCCN1CCC(O)(c2ccc(Cl)cc2)CC1)c1ccc(F)cc1 (stereo unspecified)
9.6 | O=C(NCc1ccc(N2CCCC2=O)cc1)c1cccc(Cl)c1
4.3 | Nc1c2c(nc3ccccc13)CCCC2
3.5 | COc1ccc(C2NC(=O)c3ccccc3O2)c(OC)c1OC (stereo unspecified)
4.6 | CCc1cccc2c1NC1(CCCC1)CC2C (stereo unspecified)
2.1 | COc1ccc(-c2coc3cc(OC(=O)N4CCOCC4)ccc3c2=O)cc1
0.2 | C=CCNC(=O)c1ccc(-c2cccc([N+](=O)[O-])c2)o1

# (cont.)
PAD4 inhibitors | molecule
-5.6 | COCC1CCCN(Cc2cn[nH]c2-c2cc3ccccc3o2)C1 (stereo unspecified)
66* | COC(=O)c1[nH]c(=O)c2ccccc2c1O
0.8 | Cc1ccc(CSCC(=O)N2CCCC2)cc1
3.3 | COc1ccc2c(c1OC)C(=O)N1C2SC[C@H]1C(=O)NC1CC(C)(C)NC(C)(C)C1 (stereo partly specified)
2.5 | COc1ccc(N2C(=O)C3C(C2=O)C(C(=O)c2ccccc2)N2CCCC32)cc1 (stereo unspecified)
3.4 | O=C(Nc1ccc(Cl)cn1)Nc1ccccc1Cl
1.0 | COC(=O)c1[nH]c2ccccc2c1NC(=O)CN1CCN(C/C=C/c2ccccc2)CC1
-3.0 | COc1ccc2c(c1OC)C(C1c3c(cc4c(c3OC)OCO4)CCN1C)OC2=O (stereo unspecified)
2.8 | Cc1ccccc1-c1coc2cc(O)ccc2c1=O
4.7 | COc1ccc(C(Cl)=C(c2ccc(OC)cc2)c2ccc(OC)cc2)cc1
3.3 | COc1ccccc1C(CC(=O)Nc1ccccc1C)c1ccc(OC(C)C)cc1 (stereo unspecified)
5.0 | CC(=O)N(C(C)=O)c1nc2nc(C)cc(C)n2n1
2.5 | COc1ccc(NC(=O)C2CCCN2C(=O)OC(C)(C)C)cc1 (stereo unspecified)
1.3 | COc1cc2c(cc1OC)CN(Cc1ccc(C)s1)CC2
-2.5 | COc1ccc(CCN(C)CCCC(C#N)(c2cc(OC)c(OC)c(OC)c2)C(C)C)cc1OC (stereo unspecified)
5.0 | COc1ccc(CNC(=O)c2cc3c(=O)n4ccccc4nc3n(Cc3cccnc3)c2=N)cc1
-0.8 | NS(=O)(=O)c1ccc(CNC(=O)c2cc(-c3ccccc3)nc3ccccc23)cc1
0.1 | CCN(Cc1ccncc1)Cc1nc(Cc2ccccc2Cl)no1
8.0 | C=C(C)COc1ccc(-c2nc(N)ncc2-c2ccc(OC)cc2)c(O)c1
2.5 | O=C(/C=C/c1ccc(F)cc1)NC(=S)N1CCCCC1c1cccnc1 (stereo unspecified)
-5.7 | CC(=O)[C@@]1(O)CC[C@H]2[C@@H]3C[C@H](C)C4=CC(=O)C=C[C@]4(C)[C@@]3(F)[C@@H](O)C[C@@]21C
-4.4 | COc1cc(SC)ccc1C(=O)NC(C)C
0.1 | C=CCC1(O)C(=O)N2C(=C1C(=O)N1CCOCC1)c1ccccc1CC2(C)C (stereo unspecified)
2.7 | CCc1cccc2c3c([nH]c12)C(CC)(CC(=O)O)OCC3 (stereo unspecified)
1.9 | Cc1ccc2c(c1)c1c3n2CCCN(Cc2ccccc2)C3CCC1 (stereo unspecified)
0.1 | C/C(CCc1oc2ccc(Cl)cc2c1-c1ccc(C)o1)=N\O
-5.1 | Cn1c(SCC(=O)c2ccccc2)nnc1-c1ccncc1
5.3 | CN1[C@@H](CC(=O)c2ccccc2)CCC[C@H]1C[C@H](O)c1ccccc1
-0.9 | CSCC[C@H](NC(=O)OC(C)(C)C)C(=O)N1CCC(C(=O)N[C@@H](C)C(=O)O)CC1
-2.0 | CCC(CO)NCCNC(CC)CO (stereo unspecified)
-2.5 | CC(C)CCOCC(=O)Nc1cccc(C(=O)O)c1

# The list is partial (hit frequency here may not be typical).
